# Screens: PubChem BioAssay, several laboratories
# p47phox inh = p47phox (human) inhibition; P14598; inhibition, % at 24.7 µM; p47phox/p22phox peptide binding, fluorescence polarization, 2 h; actives 0.53% (n = 220,000); AID 1274;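 active means inhibition above about 30%, limit read from the data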;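 further: 0% = p47phox with labelled peptide and 100% = labelled peptide alone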
# Runt-SMMHC FRET = Runt domain-CBFb-SMMHC interaction inhibition; Cerulean-Runt/Venus-CBFb-SMMHC FRET ratio 530/480, 1 h; inhibition, % at 20 µM; actives 0.74% (n = 220,000); AID 1434;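 active means mean inhibition across duplicate retests at 20 µM reaching about 50%, limit read from the data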;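 further: 0% = DMSO wells and 100% = wells with excess untagged CBFb-SMMHC; inhibitors lower the FRET ratio by blocking Runt binding to CBFb-SMMHC; some results filed as inactive read as strong as hits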
# zfTRPN1 agonist = activates the zebrafish TRPN1 channel; actives 0.18% (n = 220,000); HEK293 zebrafish TRPN1-YFP, Fluo-8 calcium fluorescence; 100% = response to 87 µM carbachol; activation, % at 3 µM;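 active means activation above its plate's cutoff, the mean activation of test wells on that plate plus 3 SD, cut at about 19% in these data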;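 further: 0% = DMSO alone and 100% = 87 µM carbachol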
#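 Material – zebrafish TRPN1-YFP in HEK293 cells · Doses – 3 µM single point · Schedule – dye 1 h 37 °C plus 30 min RT · Signal – Fluo-8 calcium fluorescence, excitation 470-495 nm, emission 515-575 nm · Read-out – % activation versus carbachol response · Control set – carbachol high, DMSO low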
# CHOP inhibitor = blocks CHOP induction under ER stress; CHO-K1 CHOP-promoter luciferase, tunicamycin-induced, 15-18 h; inhibition, % at 10 µM; actives 3.8% (n = 220,000); AID 2732;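 active means compounds that reduced the stress-induced luciferase reporter signal by more than about 70% of percent inhibition, limit read from the data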;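 further: 0% = tunicamycin plus vehicle and 100% = wells without tunicamycin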
# TRPML3 agonist = agonists of human TRPML3 channel; Q8TDD5; actives 0.29% (n = 220,000); HEK293 TRPML3-YFP, Fluo-8 calcium fluorescence; 100% = the carbachol control signal; activation, % at 3 µM; AID 1448;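 active means activation above its plate's cutoff, the mean activation of the plate's test wells plus 3 SD, cut at about 12% in these data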;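 further: 0% = DMSO only wells and 100% = carbachol wells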
# Target sequence (Q8TDD5 whole entry, looked up): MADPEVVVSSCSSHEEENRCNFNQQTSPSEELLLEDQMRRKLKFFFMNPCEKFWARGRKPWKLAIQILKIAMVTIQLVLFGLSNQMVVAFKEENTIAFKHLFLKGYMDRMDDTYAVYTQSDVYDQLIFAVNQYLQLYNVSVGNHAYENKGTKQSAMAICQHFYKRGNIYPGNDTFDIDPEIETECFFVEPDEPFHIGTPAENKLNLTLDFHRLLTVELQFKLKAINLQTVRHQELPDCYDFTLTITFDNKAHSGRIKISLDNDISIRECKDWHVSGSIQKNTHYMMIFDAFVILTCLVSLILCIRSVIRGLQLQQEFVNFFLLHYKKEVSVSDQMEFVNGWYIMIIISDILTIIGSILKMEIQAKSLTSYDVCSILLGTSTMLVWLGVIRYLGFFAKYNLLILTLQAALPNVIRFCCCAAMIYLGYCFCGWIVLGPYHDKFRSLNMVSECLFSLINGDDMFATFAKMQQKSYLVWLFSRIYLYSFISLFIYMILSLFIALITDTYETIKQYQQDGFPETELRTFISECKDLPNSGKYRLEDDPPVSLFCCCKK
#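 Test system – HEK293 line with stable expression of human TRPML3-YFP channel · Control set – carbachol 87 µM final as high control (100%), DMSO as low control (0%) · Signal – Fluo-8 calcium dye fluorescence, ex 470-495, em 515-575 nm · Incubation – 1-h 37 °C dye load, 5-s basal, 120-s post-compound reads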
# Mdm2 ligase inh = inhibitors of human Mdm2 E3 ubiquitin ligase | cell-based MDM2 ubiquitination luciferase reporter, 2 h; 0 = plate control, 100 = twice control, blank-subtracted | signal enhancement, % at 5 µM | actives 0.11% (n = 210,000);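 active means signal enhancement of 30% or more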;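 further: luminescence tracks abundance of the self-degrading MDM2-luciferase fusion protein; higher signal means inhibition of MDM2 E3 ligase activity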
#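 Test system: mammalian cells stably expressing self-ubiquitinating, self-degrading MDM2 E3–luciferase fusion; Amount: 2000 cells in each well; Medium: DMEM; Schedule: 4 h settle plus 2 h compound, 37 °C; Technique: SteadyLite luciferase luminescence after 15 min room-temperature reagent incubation; Benchmarks: plate control and blank wells.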
# EBV gp42 block = inhibitors of Epstein-Barr virus glycoprotein 42 | inhibition, % (tested at 21.74 µM) | AID 1085 | actives 0.42% (n = 220,000) | Fluorescence polarization binding assay, mP read-out | Q1HVG2; in the data active means inhibition above about 50%
# Target sequence (Q1HVG2 whole entry, looked up): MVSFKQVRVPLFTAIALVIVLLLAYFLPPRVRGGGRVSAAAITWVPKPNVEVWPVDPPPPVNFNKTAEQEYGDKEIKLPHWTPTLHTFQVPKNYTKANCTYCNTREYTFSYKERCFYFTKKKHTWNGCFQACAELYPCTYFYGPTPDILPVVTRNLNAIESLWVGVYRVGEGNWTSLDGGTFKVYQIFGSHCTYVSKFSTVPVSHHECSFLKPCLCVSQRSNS
# PPC-1+TRAIL kill = compounds killing PPC-1 cancer cells with TRAIL present (potentiator screen, no TRAIL-free arm). PPC-1 cells + TRAIL, ATPLite viability luminescence. cell killing (% activity), % at 4 µM. actives 0.41% (n = 220,000). AID 1443;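 active means cell killing above 50% in the first pass at 4 µM, then a duplicate retest at 5 µM averaging 50% or more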;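 further: plate controls were cells with TRAIL plus DMSO for no effect and medium-only wells lacking cells for full effect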
# TNF necrop inh = TNF-alpha cell death inhibition in Jurkat FADD-/- cells | Jurkat FADD-/- TNF necroptosis rescue, ATP luminescence, 24 h; 0 = TNF only, 100 = no-TNF cells | activation (protection from cell death), % at 10 µM | actives 0.068% (n = 220,000) | AID 463075;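 active means activation, meaning protection from cell death, of at least 50% relative to plate controls; inactive means activation below 50%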;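 further: necroptosis triggered by 40 ng/mL TNF-alpha added together with compound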
# The depositor's hits bear a star; nt = no result given; [ ] = another dose, or the depositor's remark. Compounds were not picked by outcome (roughly 5.9% active in at least one column).
SMILES,p47phox inh,Runt-SMMHC FRET,zfTRPN1 agonist,CHOP inhibitor,TRPML3 agonist,Mdm2 ligase inh,EBV gp42 block,PPC-1+TRAIL kill,TNF necrop inh
Cc1noc(C)c1C(=O)Nc1nc(C23CC4CC(CC(C4)C2)C3)cs1,-2.7,3.6,-1.0,83.1*,-1.1,-15.4,-25.0,-3.2,-3.1
CCCCC(CC)CNC(=O)C1C2C=CC(C2)C1C(=O)O (configuration not stated),-3.2,1.8,0.8,13.9,0.6,-3.5,-5.0,14.6,1.3
Fc1ccc(/C=N/c2c(-c3ccc(F)cc3)nc3n2CCS3)cc1,0.1,-2.7,-0.9,18.2,-0.3,21.8,-17.2,5.3,-2.6
CCOC(=O)C1=C(c2ccccc2)NC(=O)NC1c1ccc(O)c(OCC)c1 (configuration not stated),2.0,-1.2,-1.1,3.2,0.1,-10.0,-7.2,-10.3,-0.7
Cc1ccccc1C(=O)Nc1ccc(N2CCCCCC2)cc1,2.9,7.3,0.3,-7.7,0.0,-0.9,-14.3,43.5,-3.1
CCC(C)c1ccccc1NC(=O)C(C)NCCN(C)C (configuration not stated),8.1,-2.8,-0.7,6.8,1.1,-8.7,-6.7,10.6,2.5
COC(=O)c1c(NC(=O)COc2ncnc3ccccc23)sc(C)c1C,-25.7,-1.4,-0.8,-6.3,-0.2,-3.2,-13.2,-23.9,3.0
CCOc1ccc(/C=C2\SC(=S)N(NC(=O)c3ccncc3)C2=O)cc1OC,-48.9,-82.7,-0.2,-5.7,1.0,-7.9,-50.8,14.4,1.0
O=C(OCc1nnc(-c2ccccc2)o1)c1ccccc1,-2.1,-120.8,-1.8,8.9,0.4,-7.9,-9.1,10.2,0.6
CCCc1cc(C(=O)NCc2ccc(OC)cc2)no1,0.5,-0.3,-1.7,34.6,-1.7,-8.6,5.3,1.7,2.3
O=C(Nc1ccc(F)cc1)c1sc(Cl)nc1-c1ccccc1,-20.8,4.1,-1.3,18.1,-0.4,-2.7,3.9,23.4,0.9
O=[N+]([O-])c1cc(C(F)(F)F)ccc1SCC(O)CO (configuration not stated),-11.7,1.5,-1.1,4.7,1.1,-13.3,-12.4,7.1,-0.3
Cc1ccc(N2CC(C(=O)NCCC(C)C)CC2=O)cc1 (configuration not stated),-17.6,-2.9,-0.2,13.8,0.2,-1.9,-2.4,22.8,-1.1
CN(C)S(=O)(=O)c1ccc(NC(=O)c2ccc([N+](=O)[O-])cc2)cc1,-6.5,-2.8,4.9,14.7,2.1,nt,-25.4,17.9,1.7
COC(=O)c1ccc(N2C(=O)c3ccc(OC)c(OC)c3C2=O)cc1,nt,-9.8,0.3,nt,0.7,nt,nt,12.1,-0.2
CC(C)c1ccc(NC(=O)C[n+]2ccn(C3=C([O-])c4ccccc4C3=O)c2)cc1,-2.6,-1.0,0.1,30.1,0.6,-3.9,0.9,-2.1,-1.7
CC(=O)c1ccc(NS(=O)(=O)c2ccc(CC(C)C)cc2)cc1,-6.4,1.1,2.1,13.3,1.0,-9.3,-18.8,19.5,4.5
CCOC(=O)c1c(C)[nH]c(C(=O)CSc2nnc(CC(C)c3ccccc3)o2)c1C (configuration not stated),-117.2,1.8,0.3,60.4,0.8,nt,-24.1,-10.6,6.5
O=C(c1ccco1)c1cn[nH]c1-c1ccc(Cl)cc1O,-1.3,-0.8,2.7,10.8,1.2,-11.2,-3.9,19.0,-1.1
COc1ccc(N(C(=O)c2ccco2)C(C(=O)NC2CCCC2)c2ccc(N(C)C)cc2)cc1OC (configuration not stated),1.5,8.8,-0.5,2.1,-0.6,-0.1,-0.6,3.9,-2.0
CC(C)Oc1ccc(/C=C(\NC(=O)/C=C/c2ccco2)C(=O)NCCc2nc3ccccc3[nH]2)cc1,-46.6,0.1,0.1,21.9,1.3,-8.3,-18.7,-1.8,-0.4
COc1cccc(/C=c2\s/c(=C/C(=O)c3ccc(C)cc3)[nH]c2=O)c1OC,14.5,-57.4,0.6,55.3,0.6,-1.2,-16.9,0.0,2.3
Cc1sc2ncn(CC(=O)NCCCC(=O)N3CCN(c4ncccn4)CC3)c(=O)c2c1C,6.3,7.0,-2.2,-11.3,-0.2,-20.6,-4.7,-6.0,-0.9
CCCNC(=O)COC(=O)c1cc(-c2ccc(OC)cc2)nc2ccccc12,-5.5,14.2,-0.9,-9.4,0.2,-13.0,-18.0,19.2,-0.3
CC(OC(=O)c1ccc2c(=O)n3c(nc2c1)CCC3)C(N)=O (configuration not stated),-2.5,1.4,1.7,-17.8,0.0,-7.6,-15.4,19.2,0.2

# Four entries drawn at random from the list so far, as already listed:
SMILES,p47phox inh,Runt-SMMHC FRET,zfTRPN1 agonist,CHOP inhibitor,TRPML3 agonist,Mdm2 ligase inh,EBV gp42 block,PPC-1+TRAIL kill,TNF necrop inh
CC(=O)c1ccc(NS(=O)(=O)c2ccc(CC(C)C)cc2)cc1,-6.4,1.1,2.1,13.3,1.0,-9.3,-18.8,19.5,4.5
Cc1sc2ncn(CC(=O)NCCCC(=O)N3CCN(c4ncccn4)CC3)c(=O)c2c1C,6.3,7.0,-2.2,-11.3,-0.2,-20.6,-4.7,-6.0,-0.9
O=[N+]([O-])c1cc(C(F)(F)F)ccc1SCC(O)CO (configuration not stated),-11.7,1.5,-1.1,4.7,1.1,-13.3,-12.4,7.1,-0.3
CCOC(=O)c1c(C)[nH]c(C(=O)CSc2nnc(CC(C)c3ccccc3)o2)c1C (configuration not stated),-117.2,1.8,0.3,60.4,0.8,nt,-24.1,-10.6,6.5

# Continuation:
SMILES,p47phox inh,Runt-SMMHC FRET,zfTRPN1 agonist,CHOP inhibitor,TRPML3 agonist,Mdm2 ligase inh,EBV gp42 block,PPC-1+TRAIL kill,TNF necrop inh
COc1cc(OC)c(OC)cc1CNCCSc1nnnn1C,-3.1,-0.7,-1.0,6.9,0.7,1.3,-19.4,7.9,1.2
c1ccc(-n2nnnc2-n2nnc3ccccc32)cc1,-1.0,2.5,0.4,24.9,-0.1,-16.9,-13.4,-8.7,2.8
Nc1ccc(-c2nc3c(Cl)cc(N)cc3[nH]2)cc1,-16.8,3.1,-0.4,87.8*,0.5,-11.7,1.3,3.1,-3.4
O=C(CN1C(=O)S/C(=C/c2ccc(N3CCOCC3)cc2)C1=O)N1CCOCC1,-7.3,-172.1,-0.3,18.6,0.9,-7.7,-103.0,49.3,0.8
Cc1cccc(NS(=O)(=O)c2ccc(Br)s2)n1,-2.8,3.1,0.1,14.4,0.7,-10.1,-9.9,14.8[5 µM],1.2
COCCn1c(C)cc(C(=O)COC(=O)c2cc3c(s2)CCC3)c1C,-9.7,1.3,1.6,5.6,-0.4,-14.3,0.5,1.7,0.3
CN(C)CCCn1c(SCCN2C(=O)c3ccccc3C2=O)nc2ccccc2c1=O,-11.1,-0.9,0.1,4.6,0.7,-11.6,0.1,-2.2,0.9
Fc1ccc(N/N=C/c2ccc(N3CCOCC3)cc2)c(F)c1,-3.1,1.4,1.1,-5.2,-0.8,-17.6,6.4,-6.1,-1.0
Oc1ccccc1CN(Cc1ccco1)CC(O)COCc1ccc(Cl)cc1 (configuration not stated),-1.2,4.4,-0.5,83.5*,0.0,-11.2,0.3,1.7,-0.1
CCC1(C)Cc2c(sc3nnn(CC(=O)Nc4ccccc4C)c(=O)c23)CO1 (configuration not stated),-4.7,2.7,0.2,30.8,1.3,-10.0,-14.1,-15.8,-5.0
O=C(COC(=O)/C=C/c1ccccc1)NCC1CCCO1 (configuration not stated),-10.7,0.2,0.8,-17.0,1.0,-7.4,-12.8,13.1,0.9
Nc1ccc[n+](Cc2ccccn2)c1,-7.2,-2.8,1.5,-0.7,0.8,-9.2,-13.3,-1.3,-4.0
O=[N+]([O-])c1ccc(/C=N/NC(=S)Nc2ccccc2F)o1,-3.3,0.3,1.1,-2.0,0.8,-22.5,1.8,33.0,-1.3
Cc1ccc(C)c(NC(=O)C2CC=CCC2C(=O)O)c1 (configuration not stated),-7.5,-0.3,0.5,20.0,0.5,-13.1,-4.3,4.1,-1.1
CCOc1ccc(N=Nc2c(=O)[nH]n3c(=O)cc(C)[nH]c23)cc1,-34.9,-21.9,-1.0,-7.7,-0.9,-22.7,-22.6,30.1,-16.0
CC(=O)C1=C(O)C(=O)N(c2ccc(Br)cn2)C1c1ccc(F)cc1 (configuration not stated),-1.6,-7.7,-1.5,1.7,0.0,-5.0,-11.5,28.4,-0.1
O=C(Nc1ccc(OCC(=O)N2CCOCC2)cc1)c1cncc(Br)c1,-2.4,3.1,0.9,13.7,1.0,-7.4,-12.0,10.4,1.2
O=c1[nH]c(Nc2ccc3c(c2)OCCO3)nnc1Cc1ccccc1,-1.6,-0.5,2.5,-4.4,0.7,-5.7,-7.6,5.9,0.4
CCOc1cc(N2CCOCC2)c(OCC)cc1NC(=O)C1=NN(c2cccc(C)c2)C(=O)CC1,-9.1,0.3,0.7,36.4,0.6,10.8,-15.0,7.2,-0.6
OCCCNc1nc(-c2ccc(Br)cc2)nnc1-c1ccc(Cl)cc1,-6.1,1.4,0.1,0.7,0.5,2.2,-3.6,33.4,1.9
O=C(CN1CCOCC1)Nc1nc2ccc([N+](=O)[O-])cc2s1,-5.1,-2.3,1.4,12.3,0.6,-8.7,-22.4,9.6,0.9
Cc1ccc(S(=O)(=O)Cn2nnnc2C(CC(C)C)N2CCN(C(=O)c3ccco3)CC2)cc1 (configuration not stated),5.3,0.9,1.1,-16.0,0.2,-2.6,2.9,4.5,1.3
Cc1csc(NC(=O)C2CCCN2C(=O)OCC(C)C)n1 (configuration not stated),-7.7,-3.1,0.1,-7.3,0.2,-7.8,2.8,-2.2,-3.4
Clc1cccc(N2CCN(c3nnnn3-c3ccccc3)CC2)c1,-5.9,-3.1,-0.7,19.4,-0.6,0.0,1.0,11.9,1.2
N/C(=N\OC(=O)CCCCCN1C(=O)c2ccccc2C1=O)c1ccccc1,-8.3,-3.1,0.3,5.2,0.3,-8.7,8.5,17.3,-3.1
CC(=O)Nc1ccc(C(=O)N/N=C/C2CC3C=CC2C3)cc1 (configuration not stated),-4.8,1.7,-0.3,-23.4,0.0,1.2,-4.8,10.9,0.5

# Single entries from the results shown.
# `CN(C)CCCn1c(SCCN2C(=O)c3ccccc3C2=O)nc2ccccc2c1=O` in TRPML3 agonist → 0.7
# `O=C(CN1CCOCC1)Nc1nc2ccc([N+](=O)[O-])cc2s1` in zfTRPN1 agonist → 1.4
# `CCOc1cc(N2CCOCC2)c(OCC)cc1NC(=O)C1=NN(c2cccc(C)c2)C(=O)CC1` in zfTRPN1 agonist → 0.7
# `CCC1(C)Cc2c(sc3nnn(CC(=O)Nc4ccccc4C)c(=O)c23)CO1` (configuration not stated) in PPC-1+TRAIL kill → -15.8
# `Nc1ccc[n+](Cc2ccccn2)c1` in zfTRPN1 agonist → 1.5
# `Nc1ccc(-c2nc3c(Cl)cc(N)cc3[nH]2)cc1` in Runt-SMMHC FRET → 3.1
